Nrf2 activator: qHTS of Nrf2 Activators | hit rate 0.31% among 410,000 | AREc32 ARE-luciferase reporter (MCF7-derived line), luminescence, 24 h | Potency, µM (top dose mostly 46.1 µM), inactives show at the highest dose activation, most hits filed as activators | AID 624171, 2012; note: potency is the fitted concentration of half-maximal effect; % of control where 0% means no effect; nearly all actives have a fitted effect of over 65% in size
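Luciferase luminescence (Steady-Glo, 30 min at room temperature) served as the read-out of ARE activation in AREc32 cells treated with compounds for 24 hr at 37 deg C.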
IL2 activator: qHTS of IL-2 Activators; hit rate 0.065% among 360,000; AID 652025, 2013; IL-2 activation reporter assay, cell-based qHTS; stimulated with anti-CD3/CD4/CD28 beads; in transgenic mouse T cells; activation, % (series mostly up to about 46 µM); in the data active = activation above about 50%; inconclusive = mostly about 30% to 49%; note: 0% is about no effect
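Unstimulated transgenic mouse T cells; 60-min compound exposure; bead-based TCR/CD4/CD28 stimulation; 18 h culture, 37 degrees C; dual fluorescence (EGFP, DsRed) plate cytometry.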
EPAC2 agonist: qHTS for Agonist of cAMP-regulated guanine nucleotide exchange factor 4 (EPAC2): primary screen; Rap guanine nucleotide exchange factor 4 (Homo sapiens), Q8WZA2; EPAC2 activation, biochemical qHTS; response scale: 100% = 6.5 mM cAMP response; Potency, µM (series often up to 154 µM), inactives show at the highest dose activation, actives largely listed as activators; hit rate 0.079% among 360,000; AID 720711, 2013; note: potency is the fitted concentration of half-maximal effect; nearly all actives have a fitted effect of over 50% in size
Target sequence (Q8WZA2 whole entry, looked up): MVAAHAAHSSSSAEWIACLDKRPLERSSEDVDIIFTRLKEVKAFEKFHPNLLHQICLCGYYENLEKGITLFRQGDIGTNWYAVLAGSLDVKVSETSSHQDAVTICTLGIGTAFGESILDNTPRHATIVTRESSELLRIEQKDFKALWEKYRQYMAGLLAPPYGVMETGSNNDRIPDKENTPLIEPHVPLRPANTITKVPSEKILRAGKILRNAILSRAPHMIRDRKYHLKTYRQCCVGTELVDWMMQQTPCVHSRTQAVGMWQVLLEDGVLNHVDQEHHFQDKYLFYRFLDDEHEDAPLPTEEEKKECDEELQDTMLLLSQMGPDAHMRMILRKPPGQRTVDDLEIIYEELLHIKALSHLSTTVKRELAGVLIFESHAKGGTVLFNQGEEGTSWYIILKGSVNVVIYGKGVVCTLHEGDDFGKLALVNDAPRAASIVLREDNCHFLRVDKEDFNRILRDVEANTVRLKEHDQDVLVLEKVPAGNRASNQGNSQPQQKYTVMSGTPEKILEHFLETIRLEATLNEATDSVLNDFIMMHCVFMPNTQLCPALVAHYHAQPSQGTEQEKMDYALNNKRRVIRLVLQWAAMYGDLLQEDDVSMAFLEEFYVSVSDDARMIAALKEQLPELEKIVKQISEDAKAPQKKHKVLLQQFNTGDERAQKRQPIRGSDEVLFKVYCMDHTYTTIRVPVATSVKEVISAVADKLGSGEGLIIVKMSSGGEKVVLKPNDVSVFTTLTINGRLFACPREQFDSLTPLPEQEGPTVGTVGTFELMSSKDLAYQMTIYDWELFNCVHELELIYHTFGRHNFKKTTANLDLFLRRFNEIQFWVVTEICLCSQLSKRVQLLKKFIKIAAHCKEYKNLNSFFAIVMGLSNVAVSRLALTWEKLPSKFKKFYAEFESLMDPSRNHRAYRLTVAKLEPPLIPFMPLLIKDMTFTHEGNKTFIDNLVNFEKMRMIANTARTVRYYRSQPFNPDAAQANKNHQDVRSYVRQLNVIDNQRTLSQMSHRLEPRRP
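Fluorescence exchange assay: 100 nM EPAC2 with 250 nM RAP1B-BODIPY-GDP and 50 uM GDP; compounds tested as a concentration-titration series (qHTS). Loss of Rap1-bound BODIPY-GDP fluorescence read at 480/540 nm; data normalized to 6.5 mM cAMP.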
S2 tox: Viability Counterscreen for Primary qHTS for Inhibitors of ATXN expression; Potency, µM (titrated, usually from 56.7 µM), hits mostly cytotoxic; S2 cells (HEK-293 line with an ATXN2-luciferase reporter) viability, CellTiter-Fluor protease fluorescence, 24 h; hit rate 0.49% among 400,000; note: potency is the fitted concentration of half-maximal effect; nearly all actives have a fitted effect of over 40% in size
TGFb SMAD3 inh: qHTS for Inhibitors of TGF-b; HepG2 CAGA-GFP TGF-b/SMAD3 reporter, GFP fluorescence, 18 h; TGF-beta stimulated, 500 pg/mL final; AID 588855, 2011; hit rate 1.2% among 410,000; Potency, µM (highest dose often 46.1 µM), inactives show top-dose activity, negative = inhibition, actives largely listed as inhibitors; note: potency is the fitted concentration of half-maximal effect; % is set by controls: 0 for no effect and ±100 for the full control effect; nearly all actives have a fitted effect of over 65% in size
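Read-out: total well GFP (ex488/em500-530) summed from mean per-cell fluorescence. Cells: HEPG2 CAGA-GFP, 1% FBS DMEM, 18 h at 37 degrees C with 500 pg/mL final TGF-beta. Unstimulated wells served as the full-inhibition control; stimulated DMSO wells = 0%.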
HepG2 viability: qHTS for Inhibitors of TGF-b: Cytotox Counterscreen; hit rate 0.76% among 410,000; HepG2 CAGA-GFP viability, ATP luminescence, 18 h; Potency, µM (series often up to 46.1 µM), inactives show at the highest dose activity change, negative = cytotoxicity, actives largely listed as cytotoxic; note: potency is the fitted concentration of half-maximal effect; some results filed as inactive show a strong effect at the top dose
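HepG2 CAGA-GFP cells (1000/well, DMEM with 1% FBS) received compound, then TGF-beta at 500 pg/mL final, and were incubated 18 hours at 37 degrees C. Viability was read by CellTiter-Glo luminescence. Media-only wells were set as complete cell-killing and DMSO as no toxicity.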
A549 viability: Nrf2 qHTS screen for inhibitors: counterscreen for cytotoxicity | A549 ARE-Fluc cells, CellTiter-Fluor viability, 18-24 h | Potency, µM (top dose mostly 46 µM), for the others: top-dose activity change, negative = cytotoxicity, most hits filed as inhibitors | hit rate 0.16% among 390,000; note: potency is the fitted concentration of half-maximal effect; % is set by controls: 0 for no effect and ±100 for the full control effect
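A549 ARE_Fluc cells in 5% FBS OPTI-MEM were exposed to compounds in concentration-response for 18-24 h at 37 deg C. Viability was read by CellTiter-Fluor fluorescence (Ex 405/Em 525) after 30 min, before the luciferase read.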
Nrf2 inh: Nrf2 qHTS screen for inhibitors | hit rate 2.1% among 360,000 | A549 ARE-Fluc reporter, luciferase luminescence, 18-24 h | Potency, µM (series often up to 46 µM), without a hit: top-dose activity change, negative = inhibition, most hits filed as inhibitors; note: potency is the fitted concentration of half-maximal effect; % is set by controls: 0 for no effect and ±100 for the full control effect; nearly all actives have a fitted effect of over 60% in size
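A549 ARE_Fluc cells (5000/well, 5% FBS OPTI-MEM) pre-incubated 2 h, then treated with compounds 18-24 h at 37C/5% CO2 in concentration-response. CellTiter-Fluor viability read first; BugLite luciferase luminescence after 15 min at room temperature gives Nrf2 activity.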
ATXN2 expr inh: Primary qHTS for Inhibitors of ATXN expression; HEK-293 ATXN2-luciferase reporter, luminescence, 24 h; Potency, µM (titrated, usually from 57 µM), for inactives: at the highest dose activity change, negative = inhibition, usual class: inhibitors; hit rate 0.72% among 360,000; AID 1745845, 2022; note: potency is the fitted concentration of half-maximal effect; % is set by controls: 0 for no effect and ±100 for the full control effect; nearly all actives have a fitted effect of over 55% in size
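ATXN2-luciferase reporter cells (luciferase flanked by upstream and downstream ATXN2 gene portions) were treated 24 h at 37 °C with compounds at up to 57 uM. SteadyGlo luminescence gave expression; GF-AFC fluorescence gave viability.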
The depositor's hits bear a star; i = inactive; ? = inconclusive; . = not tested or not shown; & = joins results of further samples; ! = not confirmed by another sample; [ ] = dose if it differs, or a comment. Unless noted, calls come from the whole dose curve; as a rule, active = well fitted curve in the direction sought with a large enough effect; inconclusive = small, poorly fitted or top-dose-only effect, or another doubt; inactive = no such curve, though single readings can be large; an effect the other way counts as inactive or inconclusive.

smiles,Nrf2 activator,IL2 activator,EPAC2 agonist,S2 tox,TGFb SMAD3 inh,HepG2 viability,A549 viability,Nrf2 inh,ATXN2 expr inh
O=C(c1cccc(N2C(=O)c3ccccc3C2=O)c1)N1CCCCCC1,-0.9%,0.8,1%,i,1%,1%,-2%,10%,-2%
COc1ccc(OCC(=O)NCCS(=O)(=O)N2CCN(c3ccc(F)cc3)CC2)cc1,-0.1%,-0.2,-2%,i,-3%,-32%,6%,8%,7%
COc1ccc(Nc2ccc3c(c2)=NC2(CCCCC2)[N+]=3[O-])cc1,-3.7%,-0.6,-8%,.,3.2µM*,13µM*,?,?,?
CC(C)N(Cc1cnn(C)c1)Cc1nc(-c2ccc(Cl)cc2)no1,0.8%,-3.1,2%,i,2%,7%,1%,0%,-5%
Cc1cc(C)cc(NC(N)=S)c1,-0.9%,1.6,0%,i,-11%,1%,2%,-3%,-4%
Cc1cccnc1NC(=O)c1ccccc1NC(=O)C(C)(C)C,-0.3%,-1.2,-6%,i,3%,-3%,-2%,-11%,-6%
N/C(=N\OC(=O)c1cc(-c2ccccc2)nc2ccccc12)c1ccc(Cl)cc1,0.1%,-1.3,0%,i,4%,-5%,14%,4%,-9%
COc1ccc(S(=O)(=O)Nc2ccc(-n3cnnn3)cc2)cc1Br,-0.3%,-2.2,5%,i,1%,-6%,1%,-11%,6%
CC(C)(C)SCCNC(=O)c1ccccc1,-0.5%,-1.8,4%,i,22%,1%,-3%,.,59%[activator]
CCOC(=O)c1csc(NC(=O)CC2CCCC2)n1,3.0%,1.1,-5%,i,-5%,49%,-5%,-13%,19%
O=C(NC1CC1)c1cccc(NC(=O)c2cnn(-c3ccccc3)n2)c1,2.7%,-3.7,-3%,?,-4%,-6%,-5%,-6%,-7%
CCN1CCN(C(=S)Nc2ccc3nc4n(c(=O)c3c2)CCCCC4)CC1,0.4%,-2.2,-2%,i,-2%,1%,15%,-15%,-1%
O=C(O)CC(NC(=O)C1CCCCC1)c1ccc(OC2CCCC2)cc1 (configuration not stated),0.1%,0.2,14%,i,40%[activator],26%,-7%,-5%,-21%[11.3 µM]
Cn1nccc1C(=O)OCC(=O)Nc1ccc(S(N)(=O)=O)cc1,-0.5%,-2.6,3%,i,7%,0%,-4%,1%,0%
COc1ccccc1C/C(N)=N/OC(=O)COc1ccc(C)cc1,-0.5%,-0.1,23%,i,-1%,1%,?,-3%,.
Cc1cccc(N(C)c2cc(-c3ccc(F)cc3)nc3ccnn23)c1,-0.9%,-0.4,15%,?,-1%,-4%,.,.,5%
NC(=O)c1cc(S(=O)(=O)N2CCCCC2)cs1,-0.1%&1.4%,1.3,2%,.,-8%&18%,-3%&-3%,-3%&0%,-3%&21%,.
CC1(C)N([O-])c2cc([N+](=O)[O-])ccc2[N+]1=O,6.3%,-0.4,8%,?,5%,-2%,-13%,-9%,.
CCCCCCCNc1cccc(C)c1,-0.3%,-0.4,0%,?,-5%,-19%,0%,2%,8%
O=C(CCNC(=O)c1ccc(Br)cc1)NCCCN1CCCC1=O,-1.5%,1.4,1%,i,-2%,7%,1%,-11%,10%
O=C(Nc1ccc2c(c1)OCO2)N1CCN(c2ccccc2)CC1,-0.2%,2.4,4%,i,-7%,-13%,1%,2%,2%
CCCn1c(SCc2cc(=O)[nH]c3ccccc23)nc2c1c(=O)n(C)c(=O)n2C,0.1%,1.2,12%,i,6%,6%,-1%,-4%,5%
O=c1[nH]c(=O)n(Cc2ccco2)c2c1C(C(F)(F)F)(C(F)(F)F)N=C(C1CCCCC1)N2,-0.2%,-2.1,5%,?,16%,-75%,-6%,5%,-20%
COc1ccc(S(=O)(=O)N2CCCCC2)cc1NC(=O)c1ccc2c(c1)OCO2,0.2%[9.22 µM],-0.3,7%,i,2%,-28%,0%,?,8%
O=C(Nc1ccon1)c1cccc(S(=O)(=O)N2CCCCCC2)c1,2.4%,-1.2,15%,i,-29%,-29%,-22%,-8%,-8%
CCCS(=O)(=O)N1CCN(CC2CC=CCC2)CC1 (configuration not stated),0.5%,-2.8,1%,i,-24%,9%,-1%,11%,-9%
CN(CC(=O)Nc1ccccn1)S(=O)(=O)c1ccc(Cl)cc1,2.8%,-0.7,7%,i,4%,7%,-5%,-6%,-12%
CCc1ccc2[nH]c(C(=O)Nc3ccc4c(c3)OCO4)cc2c1,5.3%,-0.5,15%,i,0%,-10%,4%,?,-8%
COc1ccc(CCC(C)NCc2ccc(F)cc2)cc1 (configuration not stated),0.8%,-0.5,4%,.,0%,-17%,1%,-3%,.
CCN(CCN(C)C)C(=O)C1CCN(S(=O)(=O)c2c(C)noc2/C=C/c2ccccc2F)CC1,0.1%&-0.9%,-0.5,11%,?,?,16µM*!,2%&16%,-15%,.
CC(C)(C)C(=O)Nc1ccc(-c2cn3ccsc3n2)cc1,-1.3%,2.3,2%,i,2%,-26%,-9%,?,?
CCN(CC)S(=O)(=O)c1ccc(N/N=C/c2ccc(O)cc2)nc1,3.1%,-0.3,2%,i,-6%,-22%,-10%,-8%,4%
CC(C(=O)Nc1ccccc1Br)c1ccc([N+](=O)[O-])cc1 (configuration not stated),1.6%,-0.5,3%,i,3%,-8%,?,-9%,.
OC[C@@H]1CN(Cc2ccc(F)cc2)C[C@H](n2cnc3c(Nc4ccccc4)ncnc32)O1,3.4%,1.2,-4%,i,1%,-30%,.,.,2%
O=c1[nH]c(/C=C/c2ccc(Br)cc2)nc2ccccc12,0.4%,-1.4,3%,i,-9%,8%,1%,15%,39%[activator]
CC1N=C2c3ccccc3N=C(SCC(=O)NCCc3ccc(Cl)cc3)N2C1=O (configuration not stated),-1.4%,.,.,?,-34%,-9%,-13%,.,2%
Cc1ccsc1/C=N/NC(=O)c1ccccn1,-0.9%,1.7,2%,i,3%,-34%,3%,?,1%
CCn1c(C)[n+](Cc2ccccc2)c2ccc(C(=O)OC)cc21,-0.1%,1.8,3%,i,-3%,-15%,5%,-1%,-18%
Cn1c(N)c(C(=O)COC(=O)c2cc3ccccc3cc2O)c(=O)n(C)c1=O,0.2%,-3.4,-7%,i,-23%,9%,9%,-9%,-12%
CCc1cccc(CC)c1NC(=S)NCc1nc2ccccc2[nH]1,-0.1%,-0.3,-5%,i,-6%,-36%,1%,9%,-2%
Cc1cc(Br)c(OCc2ccc(C(=O)N/N=C3\CC(=O)CC(C)(C)C3)cc2)c(Br)c1,3.0%,-0.3,-3%,i,3%,2%,-2%,-11%,-9%
CN(C)c1c([N+](=O)[O-])cc2[nH]c(=O)[nH]c2c1[N+](=O)[O-],0.4%,-2.6,6%,i,-2%,-20%,1%,7%,6%
COCCCN(Cc1cc(OC)c(OC)c(OC)c1)C(=S)Nc1cccc(SC)c1,3.4%,-3.3,7%,i,-14%,-18%,.,.,.
COc1ccc(C(CNC(=O)c2cccc(S(=O)(=O)Nc3ccc(Br)cc3)c2)N(C)C)cc1 (configuration not stated),14%,0.5,10%,?,?,-70%,-4%,13%,.
CCOC(=O)c1cnc2cc3c(cn2c1=O)CCCC3,-0.4%,-3.2,12%,i,3%,1%,3%,21%,6%
Cc1ccc(S(=O)(=O)N2CCC(C(=O)N3CCC[C@H]3C(=O)NC3CCS(=O)(=O)C3)CC2)cc1 (some centres not stated),-0.5%,-1.7,0%,i,5%,6%,5%,6%,1%
COc1ccc(CCNC(=O)CCNC(=O)N2CC(=O)Nc3ccccc32)cc1,0.2%,-3.9,2%,i,21%,-5%,-6%,-1%,-2%
CCC(c1nnnn1-c1ccc2c(c1)OCCO2)N1CCN(C/C=C/c2ccccc2)CC1 (configuration not stated),0.9%,-0.8,18%,?,?,-11%,.,.,-11%
COc1cc(/C=N/N2CCN(c3ccccc3OC)CC2)ccc1O,0.0%,-1.4,-1%,i,-5%,-22%,-15%,17%,30%
Cc1nc(N)c(C#N)c(-c2ccccc2)c1C,-0.7%,0.0,3%,i,0%,29%,-11%,.,6%
CN1CCCN(C2C3CC4CC(C3)CC2C4)CC1 (configuration not stated),2.1%,-1.5,-1%,i,-5%,3%,8%,26%,-7%
CC1CN(S(=O)(=O)c2cc(C(=O)NCCCN3CCCC3=O)ccc2Cl)CC(C)O1 (configuration not stated),0.2%,0.7,3%,i,-12%,-10%,3%,?,-8%
